# Bioassay records (PubChem)
# Pax4 gene expression: Pax4 mRNA upregulation in alpha cells – RT-PCR, mouse alpha TC1 cells, single point, primary screen (AID 1053180); mouse alpha TC1 cells, Pax4 mRNA qPCR, 6 days; hits give high values; 100% = Pax4 plasmid added at qPCR; activation, % at 10 µM; 9,600 compounds, 0.2% hits;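 active means highest normalized replicate activity of 15 or more, or at least half the replicates reach 15 or more; inactive means neither condition met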;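 further: pax4 Ct normalized to GAPDH with activation seen as lower delta delta Ct; plate controls were plate neutral control wells for no effect and Pax4 plasmid positive control for full effect; each compound tested in two replicate wells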
# DLD1 CTGF mRNA: YAP1 pathway inhibitors via CTGF transcript, primary screen, DLD1 colon cancer cells, RT-qPCR, single point (AID 743449). 9,900 compounds, 0.9% hits. DLD1 CTGF mRNA qPCR, 24 h; hits give high values. inhibition, % at 12.5 µM;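 active means mean normalized replicate activity at least 50 and at least half of replicates each reaching 50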;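 further: 0% = neutral control wells and 100% = dasatinib control wells; higher means stronger suppression of CTGF expression like dasatinib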
# Starred values were filed as active, the others as inactive; nt = no result given. The list is partial; rates above refer to the full screens.
SMILES,Pax4 gene expression,DLD1 CTGF mRNA
CCCNC(=O)Nc1ccc2c(c1)OC[C@@H](C)N(S(C)(=O)=O)C[C@H](C)[C@@H](OC)CN(C)C2=O,0.0,0.4
CCS(=O)(=O)N[C@@H]1CC[C@H](CC(=O)NCc2ccc(Cl)cc2)O[C@@H]1CO,0.0,-20.9
CCCC(=O)Nc1ccc2c(c1)C(=O)N(C)[C@@H]1CC[C@@H](CC(=O)NCc3cccc(F)c3)O[C@@H]1CO2,0.0,-24.4
COCC(=O)Nc1ccc2c(c1)C(=O)N(C)[C@@H]1CC[C@H](CC(=O)NCCCN(C)C)O[C@@H]1CO2,0.0,0.7
COc1ccc(CN(C)C[C@@H]2OCc3cnnn3CCCC(=O)N([C@@H](C)CO)C[C@H]2C)cc1,0.0,-27.1
O=C(N[C@H]1CC[C@H](CC(=O)N2CCOCC2)O[C@@H]1CO)c1cccc(F)c1,0.0,3.8
CCS(=O)(=O)N1CC(=O)N2[C@H](C1)[C@@H](c1ccc(C#CC3CCCCC3)cc1)[C@@H]2CO,0.0,23.6
COc1ccc(-c2ccc3n(c2=O)C[C@H]2[C@H](CO)[C@@H](C(=O)N(C)C)[C@@H]3N2Cc2cncnc2)cc1,0.0,-17.7
COc1ccc(NC(=O)N(C)C[C@@H]2Oc3ccc(NC(=O)Nc4cccc5ccccc45)cc3CC(=O)N([C@H](C)CO)C[C@H]2C)cc1,0.0,7.3
CCS(=O)(=O)N1[C@H](C#N)[C@@H](c2ccc(C#Cc3ccccc3F)cc2)[C@H]1CO,0.0,30.2
CO[C@@H](CN(C)Cc1cc(F)ccc1F)[C@@H](C)CN([C@@H](C)CO)S(=O)(=O)c1ccc(C)cc1,0.0,12.8
C/C=C/c1ccc([C@H]2[C@@H](CO)N3C(=O)CN(Cc4ccc(F)cc4)C[C@H]23)cc1,0.0,-24.2
Cc1noc(C)c1NC(=O)N(C)C[C@H]1OCc2cnnn2CCCC(=O)N([C@H](C)CO)C[C@@H]1C,0.0,27.5
C[C@H]1CN([C@@H](C)CO)C(=O)CCCn2nncc2CO[C@@H]1CN(C)Cc1ccc(C(=O)Nc2ccccc2N)cc1,0.0,-49.1
CC(C)COC(=O)N(C)C[C@@H]1OCc2ccccc2-c2ccccc2C(=O)N([C@H](C)CO)C[C@H]1C,0.0,17.2
C[C@@H]1CN([C@@H](C)CO)C(=O)c2cc(-c3ccc(F)cc3)cnc2O[C@@H]1CN(C)S(C)(=O)=O,0.0,-8.4
COc1ccc(S(=O)(=O)Nc2ccc3c(c2)[C@H]2C[C@H](CC(=O)N(C)C)O[C@@H](CO)[C@H]2O3)cc1,0.0,11.9
Cc1noc(C)c1NC(=O)Nc1ccc2c(c1)CC(=O)N([C@@H](C)CO)C[C@H](C)[C@@H](CN(C)Cc1ccc(C(F)(F)F)cc1)O2,0.0,-16.2
COc1ccc2c3c(n(C)c2c1)[C@@H](CO)NCC31CN(S(=O)(=O)c2ccc(C)cc2)C1,0.0,24.4
C[C@H]1CN([C@@H](C)CO)C(=O)c2ccccc2-c2ccccc2CO[C@@H]1CN(C)Cc1cccc(C(=O)O)c1,0.0,-44.4
CN1CCN(C(=O)C[C@@H]2C[C@@H]3c4cc(NS(C)(=O)=O)ccc4O[C@@H]3[C@H](CO)O2)CC1,0.0,-10.6
COc1ccc(NC(=O)N(C)C[C@H]2Oc3c(NC(=O)CCCCCC(=O)Nc4ccccc4N)cccc3C(=O)N([C@H](C)CO)C[C@@H]2C)cc1,0.0,51.0*
CN(C)C(=O)c1cccc(-c2ccc([C@@H]3[C@@H](CO)N4CCCCN(CC5CCOCC5)C[C@@H]34)cc2)c1,0.0,-21.0
CO[C@H]1CN(C)C(=O)c2ccc(NC(C)=O)cc2OC[C@@H](C)N(C(=O)c2cnccn2)C[C@H]1C,0.0,-6.1
OC[C@H]1[C@@H](c2ccc(C#Cc3ccccc3F)cc2)[C@H]2CN(CC3CCOCC3)CCCCN21,0.0,13.8
O=C(NC1CCCCC1)[C@H]1[C@H](CO)[C@H]2Cn3c(cccc3=O)[C@@H]1N2Cc1cccnc1,0.0,-59.6
Cc1nn(C)cc1NC(=O)C[C@H]1CC[C@@H]2[C@@H](COc3ccc(NC(=O)c4cccc(F)c4)cc3C(=O)N2C)O1,0.0,-49.1
C[C@H](CO)N1C[C@H](C)[C@H](CN(C)C(=O)Nc2ccc(C(F)(F)F)cc2)Oc2ccc(NS(=O)(=O)c3ccc(Cl)cc3)cc2CC1=O,0.0,-5.9
COc1ccc2c3c([nH]c2c1)[C@H](CO)N(Cc1ccccc1)CC31CN(C(=O)Nc2cccc(F)c2)C1,0.0,13.5
C[C@H](CO)N1C[C@H](C)[C@H](CN(C)C(=O)Nc2cccc(Cl)c2Cl)OCc2ccccc2-c2ccccc2C1=O,0.0,23.9
O=C(C[C@H]1C=C[C@H](NC(=O)c2ccc3c(c2)OCO3)[C@H](CO)O1)NC1Cc2ccccc2C1,0.0,-31.4
COc1ccc(S(=O)(=O)Nc2ccc3c(c2)C(=O)N([C@@H](C)CO)C[C@H](C)[C@@H](CN(C)C(=O)Nc2c(C)noc2C)OCCCC[C@H](C)O3)cc1,0.0,-9.1
CCC(=O)N[C@H]1CC[C@H](CC(=O)NCc2ccccc2F)O[C@H]1CO,0.0,-12.9
CC(C)c1cn(CC[C@H]2CC[C@H](NS(=O)(=O)c3ccc(F)cc3)[C@H](CO)O2)nn1,0.0,-14.1
CCS(=O)(=O)Nc1ccc2c(c1)C(=O)N(C)C[C@@H](OC)[C@@H](C)CN(C(=O)c1ccc3c(c1)OCO3)[C@H](C)CO2,0.0,17.4
CC(C)NC(=O)N(C)C[C@H]1Oc2ccc(NC(=O)c3ccncc3)cc2C(=O)N([C@@H](C)CO)C[C@H]1C,0.0,27.2
O=C(CN1CCOCC1)N[C@@H]1CC[C@H](CCn2cc(C3CC3)nn2)O[C@H]1CO,0.0,-10.7
CO[C@@H]1CN(C)C(=O)c2cc(NC(=O)Nc3cc(F)ccc3F)ccc2OC[C@@H](C)NC[C@H]1C,0.0,-2.9
O=C(C[C@@H]1CC[C@@H]2[C@H](COC[C@H](O)CN2C(=O)Nc2cccc(F)c2)O1)NCCCN1CCOCC1,0.0,-15.0
Cc1noc(C)c1NC(=O)Nc1ccc2c(c1)C(=O)N([C@H](C)CO)C[C@@H](C)[C@H](CN(C)S(=O)(=O)c1cccs1)OCCCC[C@@H](C)O2,0.0,5.8
O=C(Nc1ccc2c(c1)[C@H]1C[C@H](CC(=O)N3CCc4ccccc4C3)O[C@H](CO)[C@H]1O2)c1ccc2c(c1)OCO2,0.0,17.0
O=C(c1ccccc1F)N1C[C@H]2[C@@H](c3ccccc31)[C@H](CO)N2C(=O)Nc1ccccc1,0.0,9.7
CN1C(=O)c2cc(NC(=O)Nc3ccccc3F)ccc2OC[C@H]2O[C@H](CC(=O)NCCc3ccncc3)CC[C@H]21,0.0,-13.6
CN1C(=O)c2cc(NC(=O)C3CCOCC3)ccc2OC[C@H]2O[C@H](CC(=O)NCc3ccccc3F)CC[C@H]21,0.0,15.1
Cc1noc(C)c1S(=O)(=O)Nc1ccc2c(c1)C(=O)N([C@@H](C)CO)C[C@H](C)[C@H](CN(C)C(=O)NC1CCCCC1)O2,0.0,-27.2
N#C[C@@H]1[C@H](c2ccc(-c3cccnc3)cc2)[C@H](CO)N1C(=O)C1CCOCC1,0.0,-0.6
O=C(CC1CC1)N1CC2(C1)[C@@H](c1ccccc1)[C@@H](CO)N2S(=O)(=O)Cc1ccccc1,nt,-1.1
CCCNC(=O)N[C@@H]1C=C[C@@H](CC(=O)N2CCN(C)CC2)O[C@H]1CO,0.0,-21.3
O=C(C[C@@H]1CC[C@@H]2[C@H](COC[C@@H](O)CN2C(=O)c2ccncc2)O1)NCc1cc(F)cc(F)c1,0.0,5.5
CC(C)NC(=O)Nc1cccc2c1O[C@@H](CN(C)C(=O)Nc1ccccc1)[C@H](C)CN([C@H](C)CO)C2=O,0.0,-2.3
# Carrying on:
SMILES,Pax4 gene expression,DLD1 CTGF mRNA
O=C(Nc1cc(F)ccc1F)N[C@H]1CC[C@@H](CCn2cc(C3CCCCC3)nn2)O[C@H]1CO,0.0,14.5
C[C@@H]1CN([C@H](C)CO)C(=O)c2c(c3ccccc3n2C)-c2ccccc2CO[C@@H]1CN(C)C(=O)[C@H](Cc1ccccc1)N(C)C,0.0,21.5
CN1c2ccc(-c3ccc(C#N)cc3)cc2[C@H]2[C@H](CCN2S(=O)(=O)c2ccc(F)cc2)[C@H]1CO,0.0,-2.1
CCCNC(=O)N1[C@@H]2CN(C(=O)c3ccncc3)c3ccccc3[C@@H]2[C@@H]1CO,0.0,1.4
CCS(=O)(=O)N1CC2(C1)[C@H](c1ccccc1)[C@H](CO)N2C(=O)c1ccccc1,nt,-23.3
CN1CCN(C(=O)C[C@@H]2CC[C@H]3[C@@H](COC[C@H](O)CN3C(=O)Nc3ccc4c(c3)OCO4)O2)CC1,0.0,-14.1
CCS(=O)(=O)N1CC(=O)N2[C@@H](CO)[C@@H](c3ccc(C#CC4CCCCC4)cc3)[C@@H]2C1,0.0,-6.6
O=C(Nc1ccccc1F)N[C@@H]1CC[C@H](CCNC(=O)C2CC2)O[C@H]1CO,0.0,14.1
O=C(Nc1ccc(C(F)(F)F)cc1)N[C@@H]1C=C[C@H](CC(=O)N2CCCCC2)O[C@@H]1CO,0.0,25.2
COc1ccc(C#Cc2ccc([C@H]3[C@H]4CN(C(=O)NC(C)C)CC(=O)N4[C@H]3CO)cc2)cc1,0.0,-9.9

# Quoted from the listing.
# Value of `C[C@@H]1CN([C@H](C)CO)C(=O)c2c(c3ccccc3n2C)-c2ccccc2CO[C@@H]1CN(C)C(=O)[C@H](Cc1ccccc1)N(C)C` in DLD1 CTGF mRNA: 21.5
# Value of `C[C@@H]1CN([C@@H](C)CO)C(=O)c2cc(-c3ccc(F)cc3)cnc2O[C@@H]1CN(C)S(C)(=O)=O` in Pax4 gene expression: 0.0
# Value of `COc1ccc(NC(=O)N(C)C[C@H]2Oc3c(NC(=O)CCCCCC(=O)Nc4ccccc4N)cccc3C(=O)N([C@H](C)CO)C[C@@H]2C)cc1` in Pax4 gene expression: 0.0

# Complete entries, looked up by structure.
# Listed for O=C(Nc1cc(F)ccc1F)N[C@H]1CC[C@@H](CCn2cc(C3CCCCC3)nn2)O[C@H]1CO : Pax4 gene expression: 0.0; DLD1 CTGF mRNA: 14.5
# Listed for O=C(Nc1ccc(C(F)(F)F)cc1)N[C@@H]1C=C[C@H](CC(=O)N2CCCCC2)O[C@@H]1CO : Pax4 gene expression: 0.0; DLD1 CTGF mRNA: 25.2

# Other compounds follow.
SMILES,Pax4 gene expression,DLD1 CTGF mRNA
CCS(=O)(=O)N1Cc2cc(C(=O)NCCOC)nc(-c3cccc(-c4ccncc4)c3)c2[C@@H]1CCO,0.0,-21.8
C[C@@H](NC(=O)C[C@@H]1CC[C@H]2[C@@H](COc3ccc(NC(=O)C4CCOCC4)cc3C(=O)N2C)O1)c1ccccc1,0.0,-5.6
O=C(C[C@@H]1CC[C@@H]2[C@H](COC[C@@H](O)CN2Cc2ccc3c(c2)OCO3)O1)N1CCCCC1,0.1,-10.2
C[C@@H]1CCCCO[C@@H](CN(C)C(=O)Nc2cccc3ccccc23)[C@H](C)CN([C@H](C)CO)C(=O)c2cc(NC(=O)CCC(F)(F)F)ccc2O1,0.0,21.1
COc1ccc(S(=O)(=O)Nc2ccc3c(c2)C(=O)N([C@H](C)CO)C[C@@H](C)[C@@H](CN(C)S(=O)(=O)c2ccc(Cl)cc2)OCCCC[C@H](C)O3)cc1,0.0,-8.9
O=C(C1CCC1)N1CC2(C1)[C@H](c1ccccc1)[C@@H](CO)N2Cc1nccs1,nt,-22.3
COc1cccc(NC(=O)N2C[C@H](O)COC[C@@H]3O[C@H](CC(=O)N(C)C)CC[C@H]32)c1,0.0,1.2
O=C(C[C@@H]1C=C[C@H](NC(=O)C2CCOCC2)[C@@H](CO)O1)NCCc1cscn1,0.0,3.8
Cc1cccc(S(=O)(=O)N2C[C@@H](O)COC[C@@H]3O[C@@H](CC(=O)Nc4ccccc4)CC[C@H]32)c1,0.0,19.2
COCc1cn(CC[C@H]2CC[C@@H](NC(=O)Nc3c(C)noc3C)[C@H](CO)O2)nn1,0.0,-1.2
O=C(CN1CCOCC1)N1CC(=O)N2[C@H](CO)[C@@H](c3ccc(-c4cccc(F)c4)cc3)[C@@H]2C1,0.0,21.2
COCC(=O)Nc1ccc2c(c1)C(=O)N(C)[C@H]1CC[C@@H](CC(=O)N3CCc4ccccc4C3)O[C@@H]1CO2,0.0,-34.6
O=C(C[C@@H]1C[C@H]2c3cc(NC(=O)c4ccc5c(c4)OCO5)ccc3O[C@H]2[C@@H](CO)O1)NCCN1CCCCC1,0.0,-28.5
O=C(C[C@@H]1CC[C@H]2[C@@H](COC[C@H](O)CN2C(=O)Nc2cc(Cl)cc(Cl)c2)O1)N1CCOCC1,0.0,-1.7
COc1ccc2c3c([nH]c2c1)[C@@H](CO)N(C(=O)Nc1ccc(F)cc1)CC31CCN(C(=O)Cc2ccncc2)CC1,0.0,-5.7
Cc1noc(C)c1NC(=O)N1C[C@H](O)COC[C@@H]2O[C@@H](CC(=O)NCC3CC3)CC[C@H]21,0.0,-7.6
COc1cccc(C(=O)Nc2ccc3c(c2)C(=O)N(C)[C@@H]2CC[C@H](CC(=O)N[C@@H](C)c4ccccc4)O[C@@H]2CO3)c1,0.0,-43.4
C/C=C/c1ccc([C@H]2[C@@H](CNC(C)=O)N(C(=O)Cc3ccncc3)[C@H]2CO)cc1,0.0,-19.1
CN(C[C@H]1[C@@H](c2ccc(C3=CCCC3)cc2)[C@@H](CO)N1CCC(F)(F)F)S(C)(=O)=O,0.0,30.2
